High-throughput results: PubChem BioAssay, The Scripps Research Institute Molecular Screening Center
PLCg1 inh = PLC-gamma1 (human) inhibition, primary screen | P19174 | purified PLC-gamma1, fluorogenic substrate, fluorescence | inhibition, % at 12.2 µM | 370,000 compounds, 0.84% hits | AID 720700; in the data active = inhibition above about 9.5%
ADAM10 inh = inhibitors of human ADAM10 | recombinant ADAM10, EDANS/DABCYL FRET peptide cleavage, 3 h | inhibition, % at 7 µM | 370,000 compounds, 0.62% hits;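 active = inhibition above a per-campaign cutoff equal to the mean of compounds falling between control-based bounds plus 3 SD, cut at about 20% in these data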;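 also: 0% = DMSO wells while the 100% control is not disclosed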
ARFGAP1 inh = inhibits rat ARF GTPase activating protein 1; Q62848; Arfgap1-stimulated ARF1 GTP hydrolysis, GDP FP detection; inhibition, % at 16.5 µM; 360,000 compounds, 0.26% hits;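 active = inhibition above a per-plate limit, mean inhibition of low control wells plus 3 SD, cut at about 25% in these data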;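 also: 0% = DMSO wells with enzyme and 100% = wells lacking Arfgap1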
Target sequence (Q62848 1-136 limits assumed): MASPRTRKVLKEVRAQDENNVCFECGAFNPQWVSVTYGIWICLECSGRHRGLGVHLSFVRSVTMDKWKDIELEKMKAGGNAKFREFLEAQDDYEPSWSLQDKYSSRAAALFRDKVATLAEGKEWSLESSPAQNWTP
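Replicates: Single well per compound | Assay system: Truncated rat Arfgap1 GAP domain | Control set: No-Arfgap1 wells (100%) versus DMSO full-reaction wells (0%) | Times: Enzyme reaction 120 min at 25 °C after 20 min preincubation | Reagent: Human ARF1(Δ1-17)-GTP substrate | Measured by: Tracer-displacement fluorescence polarization with EDTA stop, 620/688 nm | Measure: Percent inhibition of Arfgap1-stimulated GTP hydrolysis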
ADAM17 inh = ADAM17 inhibition, QFRET primary screen; recombinant ADAM17, EDANS/DABCYL FRET peptide cleavage; inhibition, % at 6.95 µM; P78536; 370,000 compounds, 0.83% hits;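 active = inhibition above the mean of compounds lying between control limits plus 3 SD, set per campaign, cut at about 8.5% in these data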;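 also: 0% = DMSO-only wells as the low control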
ASAP1 GAP inh = blocks human ASAP1-stimulated Arf1 GTP hydrolysis; Q9ULH1; GDP FP detection; inhibition, % at 16.5 µM; 360,000 compounds, 0.19% hits; AID 624377; in the data active = inhibition above about 25%;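 also: 0% = vehicle with enzyme and substrate and 100% = no enzyme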
Tn7 DDE FP = DD(E)-Tn7 binding inhibition, primary FP screen | FP displacement of FITC-Tn7 peptide from fibrin DD(E); 0% = median of compound wells per plate | inhibition, % at 8.3 µM | 370,000 compounds, 0.13% hits | AID 720508;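 active = inhibition above the mean of compounds falling within the control limits plus 3 SD of them, cut at about 14% in these data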;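 also: 0% = plate median of compound wells and 100% = 10 µM Aha-Tn7 peptide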
Target sequence (P02675 whole entry, looked up): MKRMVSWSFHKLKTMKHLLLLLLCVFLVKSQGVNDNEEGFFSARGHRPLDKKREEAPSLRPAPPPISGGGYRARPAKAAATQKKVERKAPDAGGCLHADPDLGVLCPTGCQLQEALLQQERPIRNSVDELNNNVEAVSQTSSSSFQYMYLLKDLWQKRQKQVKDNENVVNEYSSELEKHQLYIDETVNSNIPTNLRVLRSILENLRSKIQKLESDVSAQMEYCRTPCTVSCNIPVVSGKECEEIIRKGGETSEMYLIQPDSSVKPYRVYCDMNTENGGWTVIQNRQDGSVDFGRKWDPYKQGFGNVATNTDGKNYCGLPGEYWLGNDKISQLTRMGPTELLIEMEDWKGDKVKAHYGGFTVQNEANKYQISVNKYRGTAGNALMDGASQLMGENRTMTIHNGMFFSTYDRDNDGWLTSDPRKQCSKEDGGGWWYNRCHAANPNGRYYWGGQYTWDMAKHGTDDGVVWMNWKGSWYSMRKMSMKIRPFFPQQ
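Assay system: Human fibrin DD(E) protein | Medium: Tris buffer with calcium and detergent, pH 7.8 | Reagent: 0.1 µM fluorescent Tn7 | Compound dosing: Single point at 8.3 µM | Times: 10 min preincubation, 3 h with tracer, room temperature | Detection: Fluorescence polarization of the labelled Tn7 tracer | Controls: Aha-Tn7 high control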
LEDGF integ inh = blocks HIV-1 LEDGF/p75-dependent DNA integration; TR-FRET IN-LEDGF/p75 DNA integration, Eu/Cy5; inhibition, % at 3.7 µM; 370,000 compounds, 0.64% hits;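 active = inhibition above the screen-wide mean plus 3 SD, cut at about 13% in these data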;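 also: signal is the Cy5 over europium emission ratio at 671 and 618 nm; 0% = plate median of compound wells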
proKLK7 act = activates the human kallikrein-7 zymogen; P49862; purified proKLK7, EDANS-DABCYL substrate fluorescence; 100% is mature enzyme control, 0% vehicle; activation, % at 7 µM; 370,000 compounds, 0.9% hits;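 active = activation above the mean of all tested compounds plus 3 SD, computed per campaign excluding outliers beyond control limits, cut at about 13% in these data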
Target sequence (P49862 whole entry, looked up): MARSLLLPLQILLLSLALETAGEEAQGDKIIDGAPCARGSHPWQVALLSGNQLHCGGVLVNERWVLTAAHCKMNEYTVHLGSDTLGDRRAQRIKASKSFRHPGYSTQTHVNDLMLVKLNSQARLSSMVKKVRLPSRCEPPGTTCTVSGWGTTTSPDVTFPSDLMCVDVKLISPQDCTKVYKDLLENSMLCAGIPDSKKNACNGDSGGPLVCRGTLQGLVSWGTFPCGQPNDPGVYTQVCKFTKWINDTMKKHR
TDP2 inh = TDP2 (human) inhibition, absorbance primary screen; O95551; recombinant TDP2, T5PNP hydrolysis, p-nitrophenol absorbance 415 nm; 370,000 compounds, 0.34% hits; inhibition, % at 12.8 µM; AID 720702;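 active = inhibition above the mean of all tested compounds plus 3 SD, set per campaign, cut at about 25% in these data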;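 also: 0% = DMSO with enzyme and 100% = buffer with substrate but no TDP2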
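Evaluation: % inhibition relative to enzyme-containing and enzyme-free wells. Material: recombinant human TDP2. Benchmarks: enzyme-free and DMSO wells. Timing: enzyme reaction with compound for 2 h at 37 °C. Compound dosing: 12.8 µM only. Measured by: p-Nitrophenol epi absorbance. Reagent: T5PNP substrate at 5 mM, a TopII-DNA adduct mimic. Replication: single well per compound.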
DDE Tn6 FP inh = inhibitors of Tn6 peptide binding to human fibrin DD(E); P02675; Fibrin DD(E) TRITC-Tn6 fluorescence polarization displacement; inhibition, % at 8.3 µM; 370,000 compounds, 0.21% hits;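 active = inhibition above a per-campaign cutoff: mean of compounds within control limits plus 3 SD, cut at about 15% in these data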;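 also: 0% = median of all compound wells on the plate and 100% = blocking peptide control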
* = called active by the depositor; / = no result given. Not a hit list; 4.2% or so of the library scored in one or more.

(1) N#Cc1ccccc1NC(=O)CC1CCCCC1
(2) N#C/C(=C\N1CCOCC1)C(N)=O
(3) CCCNC(=O)CCc1c(C)nc2c(c(C)nn2-c2ccccc2)c1C
(4) COC(=O)C1C(=O)NC(SC)=C(C#N)C1c1ccccc1 (configuration not stated)
(5) COc1cc(Cl)c(C)cc1NC(=O)COc1ccc(C)nc1[N+](=O)[O-]
(6) COc1cccc(C(=O)NCC(=O)N/N=C(\C)Cc2ccccc2)c1
(7) CCOC(=O)c1cnn(-c2ccccc2)c1-n1cccc1C(=O)C(=O)Nc1ccccc1C(F)(F)F
(8) COC(=O)c1ccc(Nc2cc(C)nc(-c3ccccc3O)n2)cc1
(9) O=C(c1ccc(Cl)cc1)[C@@H]1[C@@H]2C(=O)N(c3cccc4ccccc34)C(=O)[C@@H]2C2c3ccccc3C=NN21 (some centres not stated)
(10) CC1(C(=O)Nc2cccc(Oc3ccccc3)c2)CCN1Cc1ccccc1Cl (configuration not stated)
Assay by compound	1	2	3	4	5	6	7	8	9	10
PLCg1 inh	0	6	-11	-6	1	-1	-2	-12	-9	0
ADAM10 inh	6	-1	-40	4	3	-1	10	7	14	-8
ARFGAP1 inh	5	7	-1	-5	-9	-20	7	7	4	7
ADAM17 inh	-3	0	-21	-2	-1	0	-1	1	1	6
ASAP1 GAP inh	-14	10	-8	-6	0	-4	-7	12	-5	9
Tn7 DDE FP	6	-4	-1	-1	-6	7	8	-6	-1	-1
LEDGF integ inh	-2	4	2	1	-4	-2	0	1	-1	-2
proKLK7 act	0.8	-0.6	-0.2	-0.3	-0.3	0.6	0.0	-0.4	0.3	0.0
TDP2 inh	4	5	-12	-6	-3	0	2	12	-3	-1
DDE Tn6 FP inh	3	4	3	-4	4	6	0	3	2	6

(11) O=C(CSc1n[nH]c(=O)[nH]c1=O)Nc1cccc(S(=O)(=O)N2CCOCC2)c1
(12) O=C(CNS(=O)(=O)c1ccc(Br)cc1)NCc1cccnc1
(13) COc1ccc(-n2ccnc(SCC(=O)NC3CCCC3)c2=O)cc1OC
(14) CCC(=O)Nc1cc2c(C)cc(=O)oc2cc1C
(15) O=C(Cn1nc(C(F)(F)F)c2c1CCCC2)N1CCOCC1
(16) O=C(NCc1cccnc1)c1cccc(C(F)(F)F)c1
(17) CN(C)c1ccc(NC(=O)CSc2nnc(C3CCCCC3)n2N)cc1
(18) Cn1cc(CN2CCCC(CO)(Cc3cccc(Cl)c3)C2)cn1 (configuration not stated)
(19) O=C(COC(=O)c1cn(-c2ccccc2)nc1-c1cccs1)NC1CC1
(20) CC(=O)Nc1ccc(CNc2nc(NC(C)C)nc3ccsc23)cc1
Assay by compound	11	12	13	14	15	16	17	18	19	20
PLCg1 inh	6	4	-11	-46	9.6*	-2	2	0	-9	11*
ADAM10 inh	2	-2	-5	-110	0	3	-2	1	-10	-40
ARFGAP1 inh	16	0	21	-13	12	-1	12	8	13	5
ADAM17 inh	3	-4	1	-34	-2	-6	-3	-3	-5	-7
ASAP1 GAP inh	-6	4	10	-11	-11	-4	13	-1	11	2
Tn7 DDE FP	-5	-2	-2	-2	-1	7	2	-6	-3	0
LEDGF integ inh	-4	-2	4	0	-2	0	-3	0	0	-3
proKLK7 act	0.2	0.4	0.3	0.5	-0.3	0.2	0.2	0.1	-0.3	-0.2
TDP2 inh	-11	1	10	5	-14	5	12	4	4	-11
DDE Tn6 FP inh	-2	-2	-8	3	-8	-4	-2	0	8	-10

(21) CC1CN(C(=O)CCC(=O)NCc2ccc(Cl)cc2)c2ccccc2O1 (configuration not stated)
(22) Cc1cccc(NC(=O)Nc2ccccc2)n1
(23) O=C(O)c1cccc(S(=O)(=O)Nc2cccc(S(=O)(=O)N3CCCCCC3)c2)c1
(24) COCc1nc(-c2ccc(-c3ccccc3)nc2OC)no1
(25) N#CC1(NC(=O)COC(=O)CSc2ccc(F)cc2)CCCCC1
(26) Cc1c(C)n(C)c2ccc(C(=O)Nc3cccc4ccccc34)cc12
(27) Cc1cccc(-c2cccc3c4c([nH]c23)[C@@H]2C[C@H](N(C)C(=O)c3ccccc3F)[C@H]([C@H](C)O)CN2CC4)c1
(28) Cc1cc(C)n(CCC(=O)Nc2cccc(F)c2)n1
(29) CC(=O)N1CCN(C2c3cccc4cccc(c34)C2NS(=O)(=O)c2ccccc2)CC1 (configuration not stated)
(30) Cc1oc(-c2ccccc2Cl)nc1CSCC(=O)O
Assay by compound	21	22	23	24	25	26	27	28	29	30
PLCg1 inh	2	1	-2	-1	2	-23	-91	0	3	2
ADAM10 inh	-9	2	1	-11	-18	-15	-30	-14	11	-7
ARFGAP1 inh	-9	-3	-3	5	1	1	/	7	-6	0
ADAM17 inh	-1	1	0	-1	-3	-5	-9	-7	0	-3
ASAP1 GAP inh	-1	-10	-6	-9	-8	12	/	3	10	-10
Tn7 DDE FP	-1	6	-5	-6	4	6	-4	-5	4	-3
LEDGF integ inh	-2	0	2	2	0	2	-2	0	-1	4
proKLK7 act	-0.1	0.0	0.1	-0.1	0.6	-2.9	-0.1	-0.1	0.8	-0.4
TDP2 inh	-6	5	4	-8	4	-4	7	4	-1	4
DDE Tn6 FP inh	-3	-4	3	0	0	-4	0	-3	2	4

A second format for part of the listing above.
nr	canonical_smiles	PLCg1 inh	ADAM10 inh	ARFGAP1 inh	ADAM17 inh	ASAP1 GAP inh	Tn7 DDE FP	LEDGF integ inh	proKLK7 act	TDP2 inh	DDE Tn6 FP inh
17	CN(C)c1ccc(NC(=O)CSc2nnc(C3CCCCC3)n2N)cc1	2	-2	12	-3	13	2	-3	0.2	12	-2
18	Cn1cc(CN2CCCC(CO)(Cc3cccc(Cl)c3)C2)cn1 (configuration not stated)	0	1	8	-3	-1	-6	0	0.1	4	0
19	O=C(COC(=O)c1cn(-c2ccccc2)nc1-c1cccs1)NC1CC1	-9	-10	13	-5	11	-3	0	-0.3	4	8
20	CC(=O)Nc1ccc(CNc2nc(NC(C)C)nc3ccsc23)cc1	11*	-40	5	-7	2	0	-3	-0.2	-11	-10
21	CC1CN(C(=O)CCC(=O)NCc2ccc(Cl)cc2)c2ccccc2O1 (configuration not stated)	2	-9	-9	-1	-1	-1	-2	-0.1	-6	-3
22	Cc1cccc(NC(=O)Nc2ccccc2)n1	1	2	-3	1	-10	6	0	0.0	5	-4
23	O=C(O)c1cccc(S(=O)(=O)Nc2cccc(S(=O)(=O)N3CCCCCC3)c2)c1	-2	1	-3	0	-6	-5	2	0.1	4	3
24	COCc1nc(-c2ccc(-c3ccccc3)nc2OC)no1	-1	-11	5	-1	-9	-6	2	-0.1	-8	0
25	N#CC1(NC(=O)COC(=O)CSc2ccc(F)cc2)CCCCC1	2	-18	1	-3	-8	4	0	0.6	4	0
26	Cc1c(C)n(C)c2ccc(C(=O)Nc3cccc4ccccc34)cc12	-23	-15	1	-5	12	6	2	-2.9	-4	-4
27	Cc1cccc(-c2cccc3c4c([nH]c23)[C@@H]2C[C@H](N(C)C(=O)c3ccccc3F)[C@H]([C@H](C)O)CN2CC4)c1	-91	-30	/	-9	/	-4	-2	-0.1	7	0

Further entries.
(31) O=C(/C=C/c1ccc(Br)cc1)c1ccc(NC(=O)c2ccco2)cc1
(32) COc1cccc(C(=O)N2CCC(C(=O)N3CCN(C)CC3)CC2)c1
(33) CC(C)C(OC(=O)c1cccs1)C(=O)NCc1ccc(F)cc1 (configuration not stated)
(34) O=C(CN1C(=O)NC2(CCOc3ccccc32)C1=O)c1ccc(F)cc1 (configuration not stated)
(35) CCCCC/C(=N\NC(=O)Nc1ccccc1)c1ccccc1
(36) COc1cc(/C=N/NC(=O)c2cc(-c3cccn3C)n[nH]2)cc(OC)c1OC
(37) CC(=O)c1cc2c(cc1NC(=O)c1cc(C)nn1-c1ccccc1)OCO2
(38) COc1ccc(-n2c(=O)[nH]cc(C(=O)Nc3ccc4c(c3)OCO4)c2=O)cc1OC
(39) Cc1ccc(NC(=O)CCn2cccc2)cc1
(40) CC(C)(C)c1ccc(C(=O)NCC(=O)OCC(=O)Nc2ccccc2[N+](=O)[O-])cc1
Assay by compound	31	32	33	34	35	36	37	38	39	40
PLCg1 inh	1	-1	3	-5	0	-21	-18	1	5	2
ADAM10 inh	-3	-4	-2	2	-11	-7	-12	-1	-5	6
ARFGAP1 inh	16	13	-3	6	8	3	2	6	2	1
ADAM17 inh	-1	0	-2	-1	-1	-2	-1	2	-3	0
ASAP1 GAP inh	2	-7	-15	-11	-4	11	9	-16	-1	8
Tn7 DDE FP	-7	-4	-8	9	-1	-2	-4	-2	0	5
LEDGF integ inh	0	1	0	2	-12	-1	3	0	0	0
proKLK7 act	0.7	-0.3	0.2	0.0	-0.5	0.3	-0.2	0.9	0.2	0.1
TDP2 inh	2	15	5	2	-9	-12	5	18	1	4
DDE Tn6 FP inh	-4	-3	5	8	4	2	-9	-7	0	2

(41) CCN(CC)C(=O)Cn1cc(S(=O)(=O)CC(=O)NCCc2ccc(OC)c(OC)c2)c2ccccc21
(42) CC(=O)/C(C#N)=C1\NC(=O)C(Cc2ccccc2)S1 (configuration not stated)
(43) C[C@@H]1CCCN1c1cccc2c1S(=O)(=O)N(C1CC1)CCCO2
(44) CN1CCCN(c2ccc([N+](=O)[O-])cc2)CC1
Assay by compound	41	42	43	44
PLCg1 inh	-1	-10	-4	-2
ADAM10 inh	-10	1	-11	3
ARFGAP1 inh	0	3	/	11
ADAM17 inh	-5	3	-2	-3
ASAP1 GAP inh	2	-2	/	14
Tn7 DDE FP	10	2	0	2
LEDGF integ inh	-3	2	-4	0
proKLK7 act	0.6	0.3	0.9	0.1
TDP2 inh	11	-2	-6	-5
DDE Tn6 FP inh	-1	4	2	8
